Bioassay records as filed in PubChem.
APEX1 inh – APE1 (human) endonuclease inhibition | P27695 | recombinant APE1, TAMRA/BHQ-2 abasic DNA cleavage fluorescence | Potency, µM (series often up to 65.8 µM), without a hit: top-dose activity change, negative = inhibition, actives largely listed as inhibitors | hit rate 0.35% among 350,000 | AID 2517;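 further: potency means the concentration at half of the fitted maximal effect; plate controls were vehicle for no effect and reference inhibitor for full effect; nearly all actives have a fitted effect of over 55% in size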
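Compound pre-exposure to 0.75 nM APE1, 15 min at ambient temperature. Reaction initiated with 50 nM TAMRA/BHQ-2 THF substrate, read immediately in kinetic mode, 525 nm excitation, 598 nm emission.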
POLK inh – blocks human DNA polymerase kappa activity | Potency, µM (titrated, usually from 107 µM), without a hit: at the highest dose activity, negative = inhibition, usual class: inhibitors | purified Pol kappa, fluorescent DNA synthesis assay, 10 min | Q9UBT6 | hit rate 0.53% among 400,000; further: potency means the concentration at half of the fitted maximal effect; on the % scale 0 is the no-effect control and ±100 the full control effect
Target sequence (Q9UBT6 whole entry, looked up): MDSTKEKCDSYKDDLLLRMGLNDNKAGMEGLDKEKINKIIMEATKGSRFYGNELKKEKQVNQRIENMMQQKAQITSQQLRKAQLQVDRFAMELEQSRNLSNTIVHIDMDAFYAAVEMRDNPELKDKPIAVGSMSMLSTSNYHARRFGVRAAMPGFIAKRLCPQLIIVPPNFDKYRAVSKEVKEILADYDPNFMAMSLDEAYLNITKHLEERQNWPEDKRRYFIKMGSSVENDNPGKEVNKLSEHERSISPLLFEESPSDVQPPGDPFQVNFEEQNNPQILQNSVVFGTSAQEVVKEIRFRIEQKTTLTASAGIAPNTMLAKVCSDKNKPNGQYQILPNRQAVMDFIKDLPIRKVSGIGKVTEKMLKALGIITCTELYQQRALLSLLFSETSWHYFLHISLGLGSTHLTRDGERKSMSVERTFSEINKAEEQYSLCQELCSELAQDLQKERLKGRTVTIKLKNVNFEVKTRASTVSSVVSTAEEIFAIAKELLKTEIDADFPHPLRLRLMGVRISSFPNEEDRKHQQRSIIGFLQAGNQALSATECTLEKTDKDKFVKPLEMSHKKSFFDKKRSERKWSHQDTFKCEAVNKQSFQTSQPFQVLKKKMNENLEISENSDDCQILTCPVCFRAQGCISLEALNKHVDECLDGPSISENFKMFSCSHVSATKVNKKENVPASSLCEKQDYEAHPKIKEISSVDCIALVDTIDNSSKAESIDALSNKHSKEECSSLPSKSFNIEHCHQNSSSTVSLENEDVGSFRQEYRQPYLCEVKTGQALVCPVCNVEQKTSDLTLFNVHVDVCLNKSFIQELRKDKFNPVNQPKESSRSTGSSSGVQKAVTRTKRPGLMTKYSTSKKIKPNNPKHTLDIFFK
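Fluorescent qHTS in 1536-well format: enzyme (10 nM) and compound sat 15 min at room temperature before 50 nM substrate (final) was added. Signal taken at 0 and 10 min; no-enzyme buffer wells were negative controls.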
BLM helicase inh – blocks DNA unwinding by human BLM helicase. AID 2528. hit rate 0.2% among 350,000. Potency, µM (highest dose often 56.1 µM), for the others: at the top dose activity change, negative = inhibition, hits mostly inhibitors. P54132. recombinant BLM DNA unwinding, fluorescence dequenching;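 further: potency means the concentration at half of the fitted maximal effect; plate controls were vehicle for no effect and no enzyme for full effect; nearly all actives have a fitted effect of over 35% in size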
Glioma ERSR ind – ER stress response induction in glioma. hit rate 0.02% among 420,000. U87-MG GRP78 promoter luciferase reporter, 16 h. Potency, µM, inactives show at the highest dose activation, hits mostly activators; further: potency means the concentration at half of the fitted maximal effect; series mostly up to about 76 µM; % of control where 0% means no effect; nearly all actives have a fitted effect of over 35% in size
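Stably transfected U87-MG human glioma cells carrying a GRP78-based luminescent sensor were seeded at 1000 cells/well, pin-dosed with compounds and incubated 16 h. Luciferase reagent was then added, and end-point luminescence was read after 10 min at room temperature.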
POLH inh – DNA polymerase eta (human) inhibition; Q9Y253; recombinant Pol eta, fluorescent DNA replication assay; Potency, µM (series often up to 114 µM), for the others: top-dose activity change, negative = inhibition, usual class: inhibitors; hit rate 1.2% among 390,000; AID 588591; further: potency means the concentration at half of the fitted maximal effect; on the % scale 0 is the no-effect control and ±100 the full control effect
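Fluorescent replication assay: 50 nM final substrate added after a 15 min room-temperature compound preincubation with 10 nM enzyme. Signal taken at 0 min and again at 10 min.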
POLB inh – blocks human DNA polymerase beta activity | P06746 | Pol beta primer extension/strand displacement, fluorescence kinetic | Potency, µM (doses to about 114 µM), without a hit: top-dose activity change, negative = inhibition, usual class: inhibitors | hit rate 1.3% among 340,000 | AID 485314; further: potency means the concentration at half of the fitted maximal effect; on the % scale 0 is the no-effect control and ±100 the full control effect
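Reaction started by 50 nM substrate onto compound-treated Pol beta (10 nM, 15 min preincubation, room temperature); plates read at 0 min and 10 min. Normalized concentration-effect data fitted by four-parameter Hill equation.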
Pol iota inh – blocks human DNA polymerase iota activity; hit rate 1% among 390,000; Q9UNA4; Pol iota fluorescent replication assay, 10 min; AID 588590; Potency, µM (top dose mostly 115 µM), for inactives: at the top dose activity, negative = inhibition, most hits filed as inhibitors; further: potency means the concentration at half of the fitted maximal effect
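Pol iota at 10 nM preincubated 15 min with compounds at room temperature; reaction started with fluorescent substrate, 50 nM final. Fluorescence read kinetically at 0 and 10 min; buffer-only wells as negative control.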
Apoferritin bind – candidate novel general anesthetic via apoferritin binding; apoferritin/1-aminoanthracene competitive binding, fluorescence; Potency, µM (highest dose often 77.5 µM), for the others: at the top dose activity change, negative = displacement, usual class: inhibitors; hit rate 0.074% among 350,000; AID 485281; further: potency means the concentration at half of the fitted maximal effect; on the % scale 0 is the no-effect control and ±100 the full control effect; nearly all actives have a fitted effect of over 20% in size
Target sequence (P02791 2-175 limits assumed): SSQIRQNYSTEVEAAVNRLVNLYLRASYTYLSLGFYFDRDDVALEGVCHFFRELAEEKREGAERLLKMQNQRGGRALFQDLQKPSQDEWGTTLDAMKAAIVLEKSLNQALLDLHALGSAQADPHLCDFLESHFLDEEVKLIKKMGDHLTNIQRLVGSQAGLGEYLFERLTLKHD
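Steps: apoferritin (10 uM) was premixed with half-saturated 1-AMA in PBS, compounds were pin-transferred, plates stood 10 min at room temperature, fluorescence was read at 380/535 nm, and curves were fitted with a Hill equation.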
LDHA inh – LDHA (human) enzyme inhibition. P00338. purified LDHA, NADH/diaphorase-resazurin fluorescence; stronger effect = lower value. activity change, % (values are at about 110 or 230 µM). hit rate 0.15% among 480,000. AID 1347041; in the data active means activity change below about -30%; inconclusive means mostly about -25% to -30%;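 further: plate controls were DMSO wells for no effect and wells without enzyme for full effect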
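Enzyme activity of human lactate dehydrogenase 5 (2 nM; 0.06 mM NADH, 0.2 mM pyruvate, 5 min, RT) is measured via a resazurin/diaphorase fluorescence readout of residual NADH.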
An asterisk follows results filed as active; ? = inconclusive; . = not tested or not shown; [ ] = remark or other dose. Unless noted, the call rests on the fitted dose curve; in most records, active means well fitted curve in the direction sought with a large enough effect; inconclusive means small, poorly fitted or top-dose-only effect, or another doubt; inactive means no such curve, though single readings can be large; an effect the other way counts as inactive or inconclusive. The list is partial, so the mix of outcomes need not match the whole.

The first 2 records, to show the layout:
1) O=C(/C=C/c1ccco1)N1CCN(C/C=C/c2ccccc2)CC1
2) CCN(CC)S(=O)(=O)c1cccc(N=NC2=C(O)CCCC2=O)c1
compound no. | 1 | 2
APEX1 inh | 23% | -2%
POLK inh | -3% | -12%
BLM helicase inh | -3% | -5%
Glioma ERSR ind | -3% | -2%
POLH inh | ? | -6%
POLB inh | ? | -10%
Pol iota inh | -4% | 37%[activator]
Apoferritin bind | -16% | -9%
LDHA inh | 0 | 5

This part in full, repeating the preview:
1) O=C(/C=C/c1ccco1)N1CCN(C/C=C/c2ccccc2)CC1
2) CCN(CC)S(=O)(=O)c1cccc(N=NC2=C(O)CCCC2=O)c1
3) Cc1ccc(S(=O)(=O)N2CCN(Cc3ccccc3C(F)(F)F)CC2)cc1
4) CC1=CC(C)(C)N(C(=O)CN2C(=O)c3ccccc3C2=O)c2ccc(C)cc21
5) O=C(Nc1ccon1)c1cc2c(s1)CCCCCC2
6) O=C(C1=C[C@@H](C2CCCCC2)C[C@@H](OCc2ccc(CO)cc2)O1)N1CCN(Cc2ccccc2)CC1
compound no. | 1 | 2 | 3 | 4 | 5 | 6
APEX1 inh | 23% | -2% | 10% | 14% | -3% | -4%
POLK inh | -3% | -12% | -8% | -1% | -8% | 7%
BLM helicase inh | -3% | -5% | -10% | -10% | -3% | -16%
Glioma ERSR ind | -3% | -2% | 1% | 0% | 5% | -1%
POLH inh | ? | -6% | -9% | -12% | -9% | -28%
POLB inh | ? | -10% | 13% | -1% | 1% | -19%
Pol iota inh | -4% | 37%[activator] | -3% | 28% | 1%[58.9 µM] | 27%
Apoferritin bind | -16% | -9% | -1% | 4% | -12% | -7%
LDHA inh | 0 | 5 | -20 | 1 | -3 | 0

7) Cc1nc2scc(-c3ccccc3)c2c(=O)n1N=C1C=CC(=O)C=C1
8) COc1ccc(OCC#CCN2CC(C)OC(C)C2)cc1 (centres undefined)
9) C=CCOC(=O)C1=C(C)OC(N)=C(C#N)C1c1ccco1 (centres undefined)
10) Cc1ccc(NC(=O)c2ccccc2-c2cc(C)no2)cc1
11) Cc1cc(C(=O)NNS(=O)(=O)c2ccc(F)cc2)nn1C(C)(C)C
12) CCOc1cccc2cc(C(N)=O)c(=N)oc12
compound no. | 7 | 8 | 9 | 10 | 11 | 12
APEX1 inh | 1% | 5% | 3% | 4% | 0% | -3%
POLK inh | -13% | -2% | -10% | 6%[60.1 µM] | -10% | 8%
BLM helicase inh | -3% | 1% | -6% | 4% | -1% | -4%
Glioma ERSR ind | -12% | 0% | -3% | -2% | 5% | -5%
POLH inh | -3% | -9% | -11% | -7% | -15% | -17%
POLB inh | 2% | -9% | -6% | 4% | -25% | 19%
Pol iota inh | ? | 1% | 22% | 9% | 32% | 47%[activator]
Apoferritin bind | ? | -5% | -6% | -12% | 2% | 2%
LDHA inh | 48 | -17 | 2 | -4 | 1 | 7

13) COc1cccc(CNC(=O)c2ccc(NC(=O)N3CC(C)Sc4ccccc43)cc2)c1 (centres undefined)
14) CCn1c(SCC(=O)c2ccc(F)cc2)nnc1-c1ccoc1C
15) CCN(C(=O)CSc1nc2ccccc2c(=O)n1-c1cccc(C)c1)C1CCS(=O)(=O)C1 (centres undefined)
16) COCCCNC(=S)N1CCN(c2nc3ccccc3s2)CC1
17) CC(C)(C)OC(=O)[C@H](Cc1ccccc1)NC(=O)c1nc[nH]c1C(=O)NCCCCCN
18) C=CC[N+]1(CC#Cc2ccccc2)CCCC1
compound no. | 13 | 14 | 15 | 16 | 17 | 18
APEX1 inh | . | 0% | -3% | ? | 10% | 2%
POLK inh | -13% | -5% | -23% | 2% | 0% | 2%
BLM helicase inh | -5% | -4% | -2% | 4% | . | 1%
Glioma ERSR ind | -1% | 3% | -4% | 0% | -3% | -4%
POLH inh | -20% | -9% | -22% | -23% | -12% | -5%
POLB inh | -11% | -20% | 26% | 0% | . | -1%
Pol iota inh | 19% | 5% | 66%[activator] | 35%[activator] | ? | 2%
Apoferritin bind | -14% | -6% | -19% | -6% | . | -2%
LDHA inh | 3 | -1 | -5 | -7 | -1 | -1

19) Cc1ccc(S(=O)(=O)NCC(C)NC(=O)CN2CCOCC2)cc1 (centres undefined)
20) CC(=O)Nc1cccc(NC(=O)C(C)N2c3cccc4cccc(c34)S2(=O)=O)c1 (centres undefined)
21) Cc1cc(C)nc(NC(=O)Cc2ccc(Cl)cc2)c1
22) Cc1cc(O)ccc1C1(c2ccc(O)cc2C)OC(=O)c2ccccc21
23) CC(=O)c1ccc(NC(=O)CSc2nnc(-c3ccncc3)n2C2CC2)cc1
24) O=C(NC1CCN(Cc2ccccc2)CC1)c1cc(Br)c(Br)[nH]1
compound no. | 19 | 20 | 21 | 22 | 23 | 24
APEX1 inh | 17%[12.4 µM] | 17% | 13% | 3% | 33% | 12%
POLK inh | 2% | -11% | -11% | -11% | -10% | 0%
BLM helicase inh | 0% | -2% | -1% | -9% | . | -1%
Glioma ERSR ind | -6% | -2% | -4% | 0% | -1% | -4%
POLH inh | -3% | -6% | -23% | ? | -6% | -7%
POLB inh | 12% | ? | 8% | ? | . | 7%
Pol iota inh | 16% | 43%[activator] | 155%[activator] | 4% | -11% | 13%
Apoferritin bind | 0% | -10% | -15% | 6% | . | -8%
LDHA inh | -6 | 9 | -2 | -6 | 4 | 1

25) COc1ccc(N2CCN(C(=O)C3CCCO3)CC2)cc1 (centres undefined)
26) Cc1ccccc1Nc1nc(N)nc(CSc2nnc3ccccn23)n1
27) CCCn1c(SCC(=O)NCC)nc2sc3c(c2c1=O)CCC3
28) O=C(NC1CCCC1)C(c1ccsc1)N(Cc1ccco1)C(=O)Cc1cccs1 (centres undefined)
29) O=C(CSc1nnc(-c2cccnc2)s1)Nc1ccccc1
30) O=C(c1ncn(Cc2ccccc2)c1C(=O)N1CCc2ccccc2C1)N1CCc2ccccc2C1
compound no. | 25 | 26 | 27 | 28 | 29 | 30
APEX1 inh | 5% | -2% | 15% | 4% | 27% | -10%
POLK inh | -11% | -4% | -3% | 0% | 5% | -26%
BLM helicase inh | -1% | 2% | -2% | -6% | -4% | .
Glioma ERSR ind | -5% | 1% | 0% | -1% | -1% | -2%
POLH inh | -1% | -16% | -3% | -1% | -9% | -9%
POLB inh | -1% | -10% | 6% | -2% | 20% | .
Pol iota inh | 2% | 38%[activator] | -8% | 12% | -1% | ?
Apoferritin bind | -3% | -6% | -4% | -20% | -5% | .
LDHA inh | -3 | 1 | -6 | -5 | -1 | 4

31) O=C(NNC(=O)c1csc(-c2cccnc2)n1)Nc1ccc(Cl)cc1
32) CC(C)N1CCC(N2CCN(Cc3cccc4nonc34)CC2CCO)CC1 (centres undefined)
33) CCOc1cccc2sc(NN)nc12
34) COc1ccccc1C(=O)NNC(=O)CCN1C(=O)/C(=C\c2ccccc2)SC1=S
35) O=[N+]([O-])c1ccc(S(=O)(=O)CC2CSc3nc4ccccc4n32)cc1 (centres undefined)
36) COc1cc(C(=O)N2CCCCCCC2)ccc1OC1CCN(C(C)=O)CC1
compound no. | 31 | 32 | 33 | 34 | 35 | 36
APEX1 inh | 6% | 5% | ? | 6% | -1% | 11%
POLK inh | 14% | 2% | 7% | -4% | -36% | -9%
BLM helicase inh | -2% | -1% | -10% | -1% | 0% | -2%
Glioma ERSR ind | -7% | -2% | -9% | -4% | -6% | 1%
POLH inh | -3% | -9% | -9% | -11% | -13% | -16%
POLB inh | 0% | -7% | -23% | 47% | 10% | 46%
Pol iota inh | -12% | 205%[activator] | 17% | 135%[activator] | ? | 27%
Apoferritin bind | -7% | -7% | ? | -10% | 4% | -12%
LDHA inh | 0 | 4 | 7 | -5 | 5 | -2

4 of the entries above in order of the APEX1 inh value, high to low:
entry | smiles | APEX1 inh | POLK inh | BLM helicase inh | POLH inh | Pol iota inh | Apoferritin bind | LDHA inh
36 | COc1cc(C(=O)N2CCCCCCC2)ccc1OC1CCN(C(C)=O)CC1 | 11% | -9% | -2% | -16% | 27% | -12% | -2
31 | O=C(NNC(=O)c1csc(-c2cccnc2)n1)Nc1ccc(Cl)cc1 | 6% | 14% | -2% | -3% | -12% | -7% | 0
32 | CC(C)N1CCC(N2CCN(Cc3cccc4nonc34)CC2CCO)CC1 (centres undefined) | 5% | 2% | -1% | -9% | 205%[activator] | -7% | 4
35 | O=[N+]([O-])c1ccc(S(=O)(=O)CC2CSc3nc4ccccc4n32)cc1 (centres undefined) | -1% | -36% | 0% | -13% | ? | 4% | 5

(cont.)
37) COc1ccc(CC(=O)N[C@@H]2c3cc(OC)c(OC)cc3C[C@H]2O)cc1
38) COc1ccc(/C(C)=N/NC(=O)CNC(=O)c2cccs2)cc1OC
39) COc1ccc(Cl)cc1NC(=O)CSc1nc(N2CCOCC2)nc(N2CCOCC2)n1
40) FC(F)Oc1ccccc1NC(=S)Nc1cccc(Cl)c1Cl
41) Cc1ccc(C)c(-n2cc(CN3CCN(C(=O)c4ncn[nH]4)CC3)c(-c3ccccc3)n2)c1
42) O=C1Cc2cc(S(=O)(=O)Nc3ccc(OC(F)(F)F)cc3)cc3c2N1CCC3
43) CC(C)CC(=O)N1CCN(Cc2ccc(Br)cc2)CC1
44) COc1ccc(C)cc1NC(=O)c1oc2ccc(S(=O)(=O)N3CCCCC3)cc2c1C
45) COc1cc(NC(=S)NC(=O)CC(C)C)ccc1NC(=O)c1cc2ccccc2o1
compound no. | 37 | 38 | 39 | 40 | 41 | 42 | 43 | 44 | 45
APEX1 inh | 18% | 5% | -6% | 3% | 17% | . | -11% | . | 27%
POLK inh | -7% | -4% | -6% | -10% | -7% | 2%[60.1 µM] | 2% | -7%[60.1 µM] | -6%
BLM helicase inh | . | -4% | -6% | 0% | -8% | 0% | -2% | -7% | -19%
Glioma ERSR ind | 1% | 2% | -4% | -3% | -5% | -1% | -4% | -5% | -3%
POLH inh | -3% | -15% | -14% | -9% | -5% | -25% | -11% | 8% | ?
POLB inh | . | 32% | -1% | -9% | 34% | -15% | 24% | 4% | 19%
Pol iota inh | -8% | 4% | 18% | 13% | 0% | 17% | -10% | -10% | 17%
Apoferritin bind | . | ? | -1% | 2% | -16% | ? | -7% | -14% | 0%
LDHA inh | 2 | -2 | -6 | -5 | -20 | 5 | -6 | -1 | -3
